Source: PubChem
LYPLA2 inh – LYPLA2 (human) inhibition in PME1 counter-screen. O95372. recombinant LYPLA2, FP-Rh probe fluorescence polarization. inhibition, % at 5.9 µM. actives 0.38% (n = 320,000). AID 2177;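 active means inhibition above the screen-wide mean plus 3 SD, limit set per campaign, cut at about 26% in these data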;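 further: 0% = LYPLA2 with DMSO and 100% = wells lacking LYPLA2 enzyme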
PAFAH1B3 inh – blocks human PAF acetylhydrolase 1B catalytic subunit 3 | Q15102 | recombinant PAFAH1B3, FP-rhodamine probe, fluorescence polarization | inhibition, % at 3.39 µM | actives 0.28% (n = 340,000) | AID 492972;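 active means inhibition above the screen-wide average of all tested compounds plus 3 SD, cut at about 25% in these data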;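 further: 0% = enzyme with DMSO only and 100% = wells lacking PAFAH1B3 protein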
LYPLA1 counter – blocks human lysophospholipase 1, a PME1 counter-screen; recombinant LYPLA1, FP-Rh probe fluorescence polarization; inhibition, % at 5.9 µM; actives 0.16% (n = 320,000);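 active means inhibition above the mean of all tested compounds plus 3 SD, set per campaign, cut at about 14% in these data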;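 further: inhibitors block serine hydrolase probe labeling of LYPLA1 so polarization falls; 0% = enzyme with DMSO and 100% = wells lacking LYPLA1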
pPAFAH FP inh – pPAFAH (human) enzyme inhibition; inhibition, % at 3.39 µM; recombinant pPAFAH, FP-rhodamine probe fluorescence polarization; actives 1.5% (n = 330,000);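 active means inhibition above the mean inhibition across the screen plus 3 SD, cut at about 25% in these data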;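 further: inhibitors block binding of the rhodamine activity-based probe so polarization drops; 0% = enzyme with DMSO and 100% = wells lacking pPAFAH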
GSTO1 inh – counter-screen for RBBP9 inhibitors: inhibitors of human GSTO1 | actives 1.1% (n = 300,000) | recombinant GSTO1, activity-based probe fluorescence polarization | AID 1974 | inhibition, % at 5.96 µM;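 active means inhibition above the campaign mean inhibition plus 3 SD, cut at about 35% in these data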;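 further: 0% = GSTO1-1 with DMSO and 100% = wells lacking GSTO1-1 enzyme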
Target sequence (P78417 whole entry, looked up): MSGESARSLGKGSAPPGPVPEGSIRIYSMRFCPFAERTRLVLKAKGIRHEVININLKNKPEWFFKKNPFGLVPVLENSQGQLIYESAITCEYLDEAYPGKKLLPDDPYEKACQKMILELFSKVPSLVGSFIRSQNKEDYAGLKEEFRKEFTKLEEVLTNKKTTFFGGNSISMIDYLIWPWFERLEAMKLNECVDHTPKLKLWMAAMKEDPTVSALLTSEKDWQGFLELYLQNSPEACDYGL
PREPL inh – inhibits the human prolyl oligopeptidase-like enzyme | Q4J6C6 | recombinant PREPL, fluorescence polarization activity-based probe | inhibition, % at 5.96 µM | actives 0.68% (n = 320,000) | AID 2751; in the data active means inhibition above about 43%;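 further: 0% = enzyme with DMSO and 100% = wells lacking enzyme; many of its hits are not listed in these tables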
PAD4 inh – blocks human protein arginine deiminase 4; recombinant PAD4, RCA probe fluorescence polarization; Q9UM07; AID 485272; actives 0.41% (n = 330,000); inhibition, % at 6.36 µM;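 active means percent inhibition above a cutoff equal to the mean of all tested compounds plus 3 SD, cut at about 15% in these data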;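 further: 0% = PAD4 with RCA probe and DMSO and 100% = probe without PAD4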
Target sequence (Q9UM07 whole entry, looked up): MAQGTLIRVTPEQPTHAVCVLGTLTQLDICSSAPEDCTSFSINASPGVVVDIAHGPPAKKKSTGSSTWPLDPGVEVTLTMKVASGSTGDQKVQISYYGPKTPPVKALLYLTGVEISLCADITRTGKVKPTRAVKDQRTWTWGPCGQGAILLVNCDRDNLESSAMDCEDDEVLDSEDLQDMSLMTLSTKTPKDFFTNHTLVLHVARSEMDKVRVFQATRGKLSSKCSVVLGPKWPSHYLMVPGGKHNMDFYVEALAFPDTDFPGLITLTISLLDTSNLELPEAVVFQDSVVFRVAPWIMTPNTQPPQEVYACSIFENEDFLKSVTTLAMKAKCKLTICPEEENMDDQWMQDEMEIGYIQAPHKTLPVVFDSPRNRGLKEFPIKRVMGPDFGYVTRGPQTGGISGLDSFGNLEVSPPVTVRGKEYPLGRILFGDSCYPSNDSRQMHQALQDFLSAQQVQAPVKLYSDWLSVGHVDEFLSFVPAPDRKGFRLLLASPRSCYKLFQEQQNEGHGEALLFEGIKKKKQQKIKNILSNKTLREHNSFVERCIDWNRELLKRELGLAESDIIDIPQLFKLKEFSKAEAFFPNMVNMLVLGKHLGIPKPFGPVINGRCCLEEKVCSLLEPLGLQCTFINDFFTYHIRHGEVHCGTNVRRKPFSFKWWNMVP
PME-1 inh – blocks human protein phosphatase methylesterase 1; actives 0.53% (n = 320,000); Q9Y570; inhibition, % at 5.9 µM; recombinant PME-1, FP-Rh probe fluorescence polarization;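 active means inhibition above the campaign mean of all compounds plus 3 SD, cut at about 26% in these data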;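 further: competitive labeling of PME-1 active site by serine hydrolase directed probe; 0% = PME-1 with DMSO and 100% = wells lacking PME-1 enzyme; inhibitors block probe labeling so polarization falls and inhibition rises; many of its hits are not listed in these tables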
PAFAH1B2 FP inh – inhibitors of human PAFAH1B2; recombinant PAFAH1B2, FP-rhodamine activity probe, fluorescence polarization; P68402; actives 1.2% (n = 340,000); inhibition, % at 3.39 µM; AID 492953;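 active means inhibition above the mean of all tested compounds plus 3 SD, cut at about 24% in these data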;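 further: 0% = enzyme with DMSO and 100% = wells lacking PAFAH1B2; many of its hits are not listed in these tables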
The depositor's hits bear a star. This is a subset; count on the stated rates, not on these rows.

What do the screens show for `CC(C)N(C(=O)[C@H]1C[C@H](CC(=O)NCCCN(C)C)C(=O)N2CCc3c([nH]c4ccc(Cl)cc34)[C@]12C)C(C)C`?
PAFAH1B3 inh: 9; pPAFAH FP inh: -1; PAD4 inh: -2; PAFAH1B2 FP inh: 0

What do the screens show for `O=C(N/N=C/c1cc(Cl)cc([N+](=O)[O-])c1O)c1ccc2c(c1)OCO2`?
LYPLA2 inh: -10; PAFAH1B3 inh: 11; LYPLA1 counter: -6; pPAFAH FP inh: 12; GSTO1 inh: 0; PREPL inh: 14; PAD4 inh: -5; PME-1 inh: -9; PAFAH1B2 FP inh: -1

What do the screens show for `CCOc1ccc(C(=O)c2ccc(OCC)c(N)c2)cc1N`?
LYPLA2 inh: 2; PAFAH1B3 inh: -2; LYPLA1 counter: -1; pPAFAH FP inh: 7; GSTO1 inh: 6; PREPL inh: 8; PAD4 inh: -1; PME-1 inh: 10; PAFAH1B2 FP inh: 3

What do the screens show for `COc1ccc(-c2nc(CS(=O)CC(=O)NCCN3CCCCCC3)c(C)o2)cc1OC` (centres undefined)?
LYPLA2 inh: -7; PAFAH1B3 inh: 5; LYPLA1 counter: 0; pPAFAH FP inh: -6; GSTO1 inh: -8; PREPL inh: 4; PAD4 inh: -6; PME-1 inh: -5; PAFAH1B2 FP inh: 1

What do the screens show for `CS(=O)(=O)N(CC(=O)NCc1cccnc1)Cc1ccc(Cl)cc1`?
LYPLA2 inh: 8; PAFAH1B3 inh: 3; LYPLA1 counter: 5; pPAFAH FP inh: -3; GSTO1 inh: -3; PREPL inh: 4; PAD4 inh: -3; PME-1 inh: 1; PAFAH1B2 FP inh: 5

How did C=CCn1sc(N)c(C(=O)OCC)c1=S do in these assays?
LYPLA2 inh: -2; PAFAH1B3 inh: 3; LYPLA1 counter: 2; pPAFAH FP inh: 2; GSTO1 inh: 14; PREPL inh: -2; PAD4 inh: 7; PME-1 inh: 5; PAFAH1B2 FP inh: 4

What do the screens show for `FC(F)(F)c1cccnc1-n1cncn1`?
LYPLA2 inh: 3; PAFAH1B3 inh: 8; LYPLA1 counter: 2; pPAFAH FP inh: -1; GSTO1 inh: 4; PREPL inh: 5; PAD4 inh: -2; PME-1 inh: -6; PAFAH1B2 FP inh: 2

How did Cc1cc(N2CCOCC2)nc(SCc2c(Cl)cccc2Cl)n1 do in these assays?
LYPLA2 inh: 6; PAFAH1B3 inh: 7; LYPLA1 counter: -7; pPAFAH FP inh: 22; GSTO1 inh: 6; PREPL inh: -2; PAD4 inh: -2; PME-1 inh: -4; PAFAH1B2 FP inh: 3

What do the screens show for `Cc1nn(Cc2ccccc2)c2sc(C(=O)N3CCN(Cc4ccc5c(c4)OCO5)CC3)cc12`?
LYPLA2 inh: 16; PAFAH1B3 inh: -8; LYPLA1 counter: 2; pPAFAH FP inh: 4; GSTO1 inh: -7; PREPL inh: -13; PAD4 inh: 2; PME-1 inh: -7; PAFAH1B2 FP inh: 3

Results for O=C(c1ccc(F)cc1)C1CCN(C(=S)Nc2ccccc2)CC1 ?
LYPLA2 inh: 5; PAFAH1B3 inh: 6; LYPLA1 counter: -3; pPAFAH FP inh: 2; GSTO1 inh: 2; PREPL inh: 5; PAD4 inh: -3; PME-1 inh: -5; PAFAH1B2 FP inh: 1

What do the screens show for `CCOc1ccc(C(=O)Nc2cc(-c3nc4ccccc4[nH]3)ccc2Cl)cc1[N+](=O)[O-]`?
LYPLA2 inh: -27; PAFAH1B3 inh: -16; LYPLA1 counter: -25; pPAFAH FP inh: -14; GSTO1 inh: 4; PREPL inh: -11; PAD4 inh: -5; PME-1 inh: -16; PAFAH1B2 FP inh: -11

What do the screens show for `Cc1cc(NC(=O)C2CCCC2)nc2c1c(=O)oc1ccccc12`?
LYPLA2 inh: -3; PAFAH1B3 inh: -4; LYPLA1 counter: -4; pPAFAH FP inh: 3; GSTO1 inh: -9; PREPL inh: 10; PAD4 inh: -1; PME-1 inh: -8; PAFAH1B2 FP inh: -3

What do the screens show for `COc1ccc(C(=O)N/C(=C/c2cccs2)c2nc3ccccc3[nH]2)cc1OC`?
LYPLA2 inh: 6; PAFAH1B3 inh: 2; LYPLA1 counter: 2; pPAFAH FP inh: 6; GSTO1 inh: 1; PREPL inh: 2; PAD4 inh: -5; PME-1 inh: 7; PAFAH1B2 FP inh: 6

What do the screens show for `COc1ccccc1NS(=O)(=O)c1cc(N)ccc1N1CCCCC1`?
LYPLA2 inh: 9; PAFAH1B3 inh: 13; LYPLA1 counter: 3; pPAFAH FP inh: -1; GSTO1 inh: 4; PREPL inh: -2; PAD4 inh: 0; PME-1 inh: 7; PAFAH1B2 FP inh: -1

Results for COc1cc(CO)c(Br)cc1OCC(=O)Nc1ccccc1C ?
LYPLA2 inh: 2; PAFAH1B3 inh: 8; LYPLA1 counter: 0; pPAFAH FP inh: 1; GSTO1 inh: 3; PREPL inh: 2; PAD4 inh: -1; PME-1 inh: 6; PAFAH1B2 FP inh: 2

Results for COc1ccccc1N1CCN(S(=O)(=O)c2ccc3c(c2)NC(=O)C(C)S3)CC1 (centres undefined) ?
LYPLA2 inh: 2; PAFAH1B3 inh: 6; LYPLA1 counter: 2; pPAFAH FP inh: 9; GSTO1 inh: 4; PREPL inh: 1; PAD4 inh: -4; PME-1 inh: 6; PAFAH1B2 FP inh: 6

What do the screens show for `Cc1ccc(S(=O)(=O)NNC(=O)c2ccc(F)cc2)cc1`?
LYPLA2 inh: 5; PAFAH1B3 inh: 3; LYPLA1 counter: -4; pPAFAH FP inh: 5; GSTO1 inh: -1; PREPL inh: -10; PAD4 inh: 5; PME-1 inh: -1; PAFAH1B2 FP inh: 1

How did CCn1c(=O)[nH]c2cc(C(=O)Nc3cc(C)cc(C)c3)ccc2c1=O do in these assays?
LYPLA2 inh: -19; PAFAH1B3 inh: 4; LYPLA1 counter: -5; pPAFAH FP inh: -16; GSTO1 inh: 9; PREPL inh: -2; PAD4 inh: -3; PME-1 inh: -37; PAFAH1B2 FP inh: 3

What do the screens show for `COc1ccc(S(=O)(=O)N2CCOCC2)cc1NC(=O)COc1ccc(C)cc1`?
PAFAH1B3 inh: 10; pPAFAH FP inh: 9; PREPL inh: 11; PAD4 inh: 4; PAFAH1B2 FP inh: 1

What do the screens show for `CC(Sc1nc(N(C)C)nc(N2CCOCC2)n1)C(=O)Nc1ccccc1` (centres undefined)?
LYPLA2 inh: -7; PAFAH1B3 inh: 2; LYPLA1 counter: 2; pPAFAH FP inh: 2; GSTO1 inh: -7; PREPL inh: 4; PAD4 inh: -2; PME-1 inh: 1; PAFAH1B2 FP inh: 6

How did COc1ccc(-c2oc3ccccc3c2C(=O)Oc2ccccc2)cc1 do in these assays?
LYPLA2 inh: -7; PAFAH1B3 inh: 2; LYPLA1 counter: -1; pPAFAH FP inh: -2; GSTO1 inh: 4; PREPL inh: 6; PAD4 inh: 0; PME-1 inh: 0; PAFAH1B2 FP inh: 3

Results for CCN(CC)C(=O)COc1ccc2c(-c3ccc(OC)cc3)cc(=O)oc2c1 ?
LYPLA2 inh: 6; PAFAH1B3 inh: 2; LYPLA1 counter: 1; pPAFAH FP inh: 4; GSTO1 inh: -6; PREPL inh: 0; PAD4 inh: -7; PME-1 inh: -1; PAFAH1B2 FP inh: -5

How did Cc1ccc(S(=O)(=O)N2CCOCC2)cc1C(=O)Nc1ccc(C(N)=O)cc1 do in these assays?
LYPLA2 inh: 0; PAFAH1B3 inh: 1; LYPLA1 counter: -1; pPAFAH FP inh: -4; GSTO1 inh: -9; PREPL inh: 6; PAD4 inh: -4; PME-1 inh: 0; PAFAH1B2 FP inh: 0

How did O=C(Cn1cc([N+](=O)[O-])cn1)NCCc1nc2ccccc2[nH]1 do in these assays?
LYPLA2 inh: 3; PAFAH1B3 inh: 6; LYPLA1 counter: 2; pPAFAH FP inh: 2; GSTO1 inh: -4; PREPL inh: 7; PAD4 inh: 2; PME-1 inh: 2; PAFAH1B2 FP inh: 6

A portion of the results above, as a working copy:
What do the screens show for `COc1ccc(C(=O)N/C(=C/c2cccs2)c2nc3ccccc3[nH]2)cc1OC`?
LYPLA2 inh: 6; PAFAH1B3 inh: 2; LYPLA1 counter: 2; pPAFAH FP inh: 6; GSTO1 inh: 1; PREPL inh: 2; PAD4 inh: -5; PME-1 inh: 7; PAFAH1B2 FP inh: 6

What do the screens show for `COc1ccccc1NS(=O)(=O)c1cc(N)ccc1N1CCCCC1`?
LYPLA2 inh: 9; PAFAH1B3 inh: 13; LYPLA1 counter: 3; pPAFAH FP inh: -1; GSTO1 inh: 4; PREPL inh: -2; PAD4 inh: 0; PME-1 inh: 7; PAFAH1B2 FP inh: -1

Results for COc1cc(CO)c(Br)cc1OCC(=O)Nc1ccccc1C ?
LYPLA2 inh: 2; PAFAH1B3 inh: 8; LYPLA1 counter: 0; pPAFAH FP inh: 1; GSTO1 inh: 3; PREPL inh: 2; PAD4 inh: -1; PME-1 inh: 6; PAFAH1B2 FP inh: 2

Results for COc1ccccc1N1CCN(S(=O)(=O)c2ccc3c(c2)NC(=O)C(C)S3)CC1 (centres undefined) ?
LYPLA2 inh: 2; PAFAH1B3 inh: 6; LYPLA1 counter: 2; pPAFAH FP inh: 9; GSTO1 inh: 4; PREPL inh: 1; PAD4 inh: -4; PME-1 inh: 6; PAFAH1B2 FP inh: 6

Additional structures:
What do the screens show for `CCOC(=O)[C@H]1CCC[C@@H](NS(=O)(=O)c2ccc(NC(C)=O)cc2)C1`?
LYPLA2 inh: 5; PAFAH1B3 inh: 3; LYPLA1 counter: 2; pPAFAH FP inh: 11; GSTO1 inh: 20; PREPL inh: 2; PAD4 inh: -1; PME-1 inh: 2; PAFAH1B2 FP inh: 3

What do the screens show for `O=C(NC1CCN(Cc2ccccc2)CC1)C1CCN(S(=O)(=O)c2cccc3nsnc23)CC1`?
LYPLA2 inh: -1; PAFAH1B3 inh: 9; LYPLA1 counter: 2; pPAFAH FP inh: 4; GSTO1 inh: 9; PREPL inh: 16; PAD4 inh: -3; PME-1 inh: 8; PAFAH1B2 FP inh: 6

Results for COC(=O)Cc1c(C)nc2nc[nH]n2c1=O ?
LYPLA2 inh: 4; PAFAH1B3 inh: 6; LYPLA1 counter: 1; pPAFAH FP inh: -4; GSTO1 inh: 6; PREPL inh: 7; PAD4 inh: -1; PME-1 inh: 2; PAFAH1B2 FP inh: 1

How did CC1CCN(C(=O)COc2ccccc2F)CC1 do in these assays?
LYPLA2 inh: 0; PAFAH1B3 inh: -4; LYPLA1 counter: -1; pPAFAH FP inh: 2; GSTO1 inh: 10; PREPL inh: 14; PAD4 inh: -5; PME-1 inh: 0; PAFAH1B2 FP inh: 3

Results for CCN(CC)C(=O)c1sc(NC(=O)c2ccncc2)c(C(=O)OC)c1C ?
LYPLA2 inh: -4; PAFAH1B3 inh: 4; LYPLA1 counter: -5; pPAFAH FP inh: -3; GSTO1 inh: -2; PREPL inh: 3; PAD4 inh: 2; PME-1 inh: -4; PAFAH1B2 FP inh: 6

Results for CN(C)S(=O)(=O)c1cccc(NC(=O)c2cccc(NS(=O)(=O)c3ccccc3)c2)c1 ?
LYPLA2 inh: -12; PAFAH1B3 inh: -7; LYPLA1 counter: -10; pPAFAH FP inh: 4; GSTO1 inh: -4; PREPL inh: -9; PAD4 inh: -4; PME-1 inh: -2; PAFAH1B2 FP inh: -2
